mcGAS MS inh – inhibitors of mouse cGAS. AID 1259397. hit rate 0.18% among 130,000. Q8C6L5. recombinant mouse cGAS, cGAMP by RapidFire MS. inhibition, % at 12.5 µM;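 active means inhibition of cGAS enzyme activity at or above 60%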;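 further: enzyme stimulated by 45 bp dsDNA with ATP and GTP substrates; cGAMP share of summed cGAMP plus half ATP and half GTP signals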
Target sequence (Q8C6L5 whole entry, looked up): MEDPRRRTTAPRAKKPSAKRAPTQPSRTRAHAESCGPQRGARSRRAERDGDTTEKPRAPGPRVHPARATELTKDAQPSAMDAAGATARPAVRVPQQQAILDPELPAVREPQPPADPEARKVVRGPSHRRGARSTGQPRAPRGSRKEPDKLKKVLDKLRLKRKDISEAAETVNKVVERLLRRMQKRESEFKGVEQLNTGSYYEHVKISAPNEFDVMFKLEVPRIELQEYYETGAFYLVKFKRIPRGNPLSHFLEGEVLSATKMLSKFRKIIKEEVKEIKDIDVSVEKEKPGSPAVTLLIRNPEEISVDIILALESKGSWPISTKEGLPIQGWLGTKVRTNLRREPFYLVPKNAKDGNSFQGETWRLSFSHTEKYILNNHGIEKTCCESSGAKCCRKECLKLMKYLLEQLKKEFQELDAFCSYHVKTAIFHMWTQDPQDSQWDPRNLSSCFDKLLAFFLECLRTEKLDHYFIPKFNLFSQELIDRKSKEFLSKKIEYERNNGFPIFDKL
* hit, by the source's call; & = joins results of further samples.

The opening 16 entries as a preview:
SMILES	mcGAS MS inh
COCCNC(=O)CSc1nnc(-c2ccccc2F)n1CCc1ccccc1	-2.6
CN1CC2(CCN(Cc3cccc(O)c3)CC2)CC1C(=O)O (centres undefined)	-9.4
CCC(Oc1ccc2ccccc2c1Br)C(=O)N/N=C\c1cc(OC)ccc1OC(C)=O (centres undefined)	-6.0
COc1ccc(C=Nc2ccc(C)cc2O)c2ccccc12	-5.5
CCOc1ccc(-n2c(-c3nccc4ccccc34)n[nH]c2=S)cc1	1.8
Cc1ccc(-c2n[nH]c(-c3ccccn3)n2)cc1	-5.1
CCNC(=O)CSc1nnc(NCC)s1	-5.9
S=C1Nc2ccccc2C2CC=NN12 (centres undefined)	-3.8
Fc1cccc(-c2nnn(Cc3cc4c(cc3Br)OCCO4)n2)c1	-8.1
CC(c1nc(Cc2ccccc2)no1)N1CCCC(c2ccn[nH]2)C1 (centres undefined)	1.6
C(=NNc1nc2ccccc2[nH]1)c1ccccc1OCc1ccccc1	-18.5
Cc1ccc(CCCC(=O)N(C(C)CS(C)(=O)=O)C2CC2)cc1 (centres undefined)	-3.0
Cc1cc(C(=O)Nc2ncc(C(N)=O)cc2Cl)ccc1F	-4.0
Cc1ccc(C2(C)NC(=O)N(CC(=O)N(C)C3CCCCC3)C2=O)cc1 (centres undefined)	-10.7
CCCN(Cc1nc(Cc2ccccc2Cl)no1)CC1CCCO1 (centres undefined)	-3.2
O=C(Nc1ccc(Oc2ccccc2)nc1)C1CCN(C(=O)c2cnsn2)CC1	-6.8

All compounds of this part, from the start:
SMILES	mcGAS MS inh
COCCNC(=O)CSc1nnc(-c2ccccc2F)n1CCc1ccccc1	-2.6
CN1CC2(CCN(Cc3cccc(O)c3)CC2)CC1C(=O)O (centres undefined)	-9.4
CCC(Oc1ccc2ccccc2c1Br)C(=O)N/N=C\c1cc(OC)ccc1OC(C)=O (centres undefined)	-6.0
COc1ccc(C=Nc2ccc(C)cc2O)c2ccccc12	-5.5
CCOc1ccc(-n2c(-c3nccc4ccccc34)n[nH]c2=S)cc1	1.8
Cc1ccc(-c2n[nH]c(-c3ccccn3)n2)cc1	-5.1
CCNC(=O)CSc1nnc(NCC)s1	-5.9
S=C1Nc2ccccc2C2CC=NN12 (centres undefined)	-3.8
Fc1cccc(-c2nnn(Cc3cc4c(cc3Br)OCCO4)n2)c1	-8.1
CC(c1nc(Cc2ccccc2)no1)N1CCCC(c2ccn[nH]2)C1 (centres undefined)	1.6
C(=NNc1nc2ccccc2[nH]1)c1ccccc1OCc1ccccc1	-18.5
Cc1ccc(CCCC(=O)N(C(C)CS(C)(=O)=O)C2CC2)cc1 (centres undefined)	-3.0
Cc1cc(C(=O)Nc2ncc(C(N)=O)cc2Cl)ccc1F	-4.0
Cc1ccc(C2(C)NC(=O)N(CC(=O)N(C)C3CCCCC3)C2=O)cc1 (centres undefined)	-10.7
CCCN(Cc1nc(Cc2ccccc2Cl)no1)CC1CCCO1 (centres undefined)	-3.2
O=C(Nc1ccc(Oc2ccccc2)nc1)C1CCN(C(=O)c2cnsn2)CC1	-6.8
CSc1ccc(CN2CCC2(C)C(=O)NCc2cccc3ccccc23)cc1 (centres undefined)	-3.7
CC(C)CN(C1CCS(=O)(=O)C1)S(=O)(=O)c1ccc(Br)cc1 (centres undefined)	-0.1
N#Cc1ccsc1NC(=O)CN1CCCC(Cc2ccc(C(F)(F)F)cc2)C1 (centres undefined)	-8.0
CC(C)c1ccc2cc(C(=O)Nc3ccn(C)n3)[nH]c2c1	1.8
CC(C)n1c(CN2CCOCC2)nc2c1c(=O)n(C)c(=O)n2C	2.3
Cc1ccc(-n2nnc3c(=O)[nH]cnc32)cc1	-3.2
CC1CC(C)CN(Cc2nc3c(c(=O)n(C)c(=O)n3C)n2CC=Cc2ccccc2)C1 (centres undefined)	-6.6
CC(C)CN1C(=O)C(=O)N(CC(=O)c2ccc[nH]2)C1=O	-1.8
Cc1csc(CC(N)=O)n1	49.2

Further results follow.
SMILES	mcGAS MS inh
CC1CN(C(=O)CSc2ncnc3c2nnn3C)CC(C)O1 (centres undefined)	-3.1
COc1c(Br)cc(Cl)cc1S(=O)(=O)N(C)Cc1nccn1C	-25.9
CCOC(=O)Cc1c(C)nc2cc(-c3ccc(Br)cc3)[nH]n2c1=O	22.7
COCC1CCCN(C(=O)NCC(OC)c2ccc(F)cc2)C1 (centres undefined)	-5.9
COc1ccc(-c2ccc(=O)n(CCCNC(=O)COc3ccccc3)n2)cc1	4.4
CSCCSc1nc2cc(S(=O)(=O)N(C)C)ccc2o1	-0.7
COc1ccc(CS(=O)C(C)c2nc(C(C)C)no2)cc1F (centres undefined)	-8.7
CCN(Cc1ccccc1)C(=O)C(C)Sc1n[nH]c(C2CC2)n1 (centres undefined)	-0.9
COc1ccc(OC)c(C(O)CNc2cc3ccccc3c(Cl)n2)c1 (centres undefined)	-7.5
CCc1ccc(C2CC(C)CCN2CC(=O)NC2CCOCC2)o1 (centres undefined)	-40.7
CCCN(CC(=O)NC(=O)NCC)C(C)c1ccc(Cl)c(Cl)c1 (centres undefined)	-6.3
c1ccc2c(c1)nc1n2CN(Cc2ccc3c(c2)OCO3)CN1	-0.1
CCc1nc2ccccc2n1CC(=O)N1CCC(CCN(C)C)CC1	-9.4
Cc1n[nH]c(C)c1CCC(=O)Nc1ccc(F)c(Cl)c1	3.1
Cc1cccc(N2CCN(C(=O)Nc3ccc(CCN4CCOCC4)cc3)C(C)C2)n1 (centres undefined)	1.4
Cc1cc(C(=O)N2CC(C)CC(C)C2)c(C)o1 (centres undefined)	-6.9
CCc1nc(C2CN(C(C)C(=O)Nc3cc(C)on3)CCO2)n[nH]1 (centres undefined)	-35.2
Cc1cc(F)ccc1NC(=O)c1cc(=O)[nH]c2ccccc12	5.3
Cc1ccc(-c2nccn2C(C)c2nc(-c3ccccn3)no2)o1 (centres undefined)	-3.8
CC1(C(=O)NS(=O)(=O)c2ccc(C#N)cc2)CCN1C(=O)C1(c2ccc(Cl)cc2)CCC1 (centres undefined)	-9.2
CSCCC(NS(=O)(=O)c1cccs1)C(=O)O (centres undefined)	-4.7&0.2
C=C(NC(=O)C(=C)NC(=O)c1csc(C2=N[C@H]3c4csc(n4)[C@H]4NC(=O)c5csc(n5)[C@H]([C@@](C)(O)[C@@H](C)O)NC(=O)[C@H]5CSC(=N5)/C(=C\C)NC(=O)[C@H]([C@@H](C)O)NC(=O)c5csc(n5)[C@]3(CC2)NC(=O)[C@H](C)NC(=O)C(=C)NC(=O)[C@H](C)NC(=O)[C@H](C(C)CC)N[C@@H]2C=Cc3c([C@H](C)O)cc(nc3[C@H]2O)C(=O)O[C@@H]4C)n1)C(N)=O (some centres undefined)	-2.1
O=C(NC1CCN(Cc2ccccc2)C1)C1CC=CCC1C(=O)N1CCN(c2ccccn2)CC1 (centres undefined)	-0.6
O=C(CC1COCCN1)NCc1cn2ccccc2n1 (centres undefined)	-22.5
COc1cccc(-c2ccccc2CO)n1	-42.1

Following part.
SMILES	mcGAS MS inh
CC(C)(C)NC(=O)COC(=O)Cc1c(F)cccc1Cl	-0.1
N#CCC(=O)Nc1sc2c(c1C(N)=O)CCCC2	91.0*
Cc1noc(C)c1CCC(=O)Nc1cc(-c2ccc(C(F)(F)F)cc2)no1	-3.3
COC(=O)c1c(C)cc(OC(C)=O)c(C)c1OC(C)=O	-0.8
O=C(CCc1cc(Cl)no1)NC1CCC(n2cnnc2)CC1 (centres undefined)	-43.6
CC1Cc2cc(-c3cc(CNC(=O)c4ccc(=O)oc4)no3)ccc2O1 (centres undefined)	-2.7
O=C(Nc1n[nH]c(=S)s1)c1ccco1	27.4
CCOC(=O)C1(Cc2ccc(Cl)cc2)CCN(Cc2cc(C(C)C)n[nH]2)CC1	-5.2
CCN(CC)S(=O)(=O)N1CCN(C(=O)c2cccnc2Cl)CC1	-7.4
CC1(C)OC(=O)C(=Cc2cccn2-c2ccc(S(N)(=O)=O)cc2)C(=O)O1	-7.2
CC(=O)c1c(C)[nH]c(C(=O)COC(=O)c2c(C)noc2C)c1C	-12.0
COc1ccc(OCc2cn3cccnc3n2)cc1	-9.6
CN(Cc1ccccc1)Cc1nc2ccccc2c(=O)n1Cc1ccco1	-0.6
COCCNC(=S)NNC(=O)c1ccccc1-n1cccc1	-36.2
CCOc1ccc(C(=O)N2CCN(C(=O)c3ccco3)CC2)cc1	-3.6
CN(Cc1ccccc1)C(=O)CCC1CCN(C(=O)CCN2CCCCO2)CC1	-3.5
CC(=O)Nc1ccc(NC(=O)c2cccs2)c(C(F)(F)F)c1	-16.1&-7.3
O=C1COCc2cc(-c3cccnc3)ccc2N1CCN1CCOCC1	-4.4
NS(=O)(=O)c1ccc(CCNC(=O)c2csc(-c3cc4ccccc4[nH]3)n2)cc1	-5.8
Cc1cc(C(=O)NC2(C#N)CCC2)c(C)o1	2.8
CN(C)CCN1C(=O)C(O)=C(C(=O)c2cc3ccccc3o2)C1c1ccco1 (centres undefined)	9.9
CCNC(=S)Nc1ccn(Cc2c(F)c(F)c(F)c(F)c2F)n1	-26.8
COc1cccc(CN(C)C(C)C(=O)N(C)C)c1F (centres undefined)	0.0
Cc1c(CN(C)C(=O)COc2cccnc2)[nH]c2ccccc12	-13.6
O=c1oc2ccccc2c(O)c1C=Nc1nc2ccccc2s1	3.7

(list continues)
SMILES	mcGAS MS inh
Cn1cnnc1SCc1nc(N)nc(Nc2ccccc2)n1	-4.2
COc1ccc(N2CCN(C(=O)C3CC=CCC3C(=O)NCCc3cccc(Cl)c3)CC2)cc1 (centres undefined)	17.1
CCc1cnccc1NC(=O)c1c(C)oc(C)c1Br	-1.3
CCc1nnc(NC(=O)CSc2nc3c(c(=O)n2CCOC)SC(C)C3)s1 (centres undefined)	-6.2
CCc1nc(SCc2cc(Cl)ccc2OC)n[nH]1	-9.9
COc1cc(CC(=O)N2CCOC(COCc3cccc(C(F)(F)F)c3)C2)cc(OC)c1 (centres undefined)	-4.9
O=C(CCC1CCN(C(=O)CCc2cccs2)CC1)NCC1CCCO1 (centres undefined)	2.4
O=C(O)C1(CCc2ccccc2)CCCN(c2nccc3occc23)C1 (centres undefined)	2.4
O=C(Nc1ccccc1)C1CCN(C(=O)c2c[nH]c3ccccc3c2=O)CC1	-0.5
O=S(=O)(NC1CCCc2ccccc21)c1ccc(Cl)c(Cl)c1 (centres undefined)	-13.8
Cc1ccc(NC2(C(=O)NCCc3cc(=O)[nH]cn3)CCCC2)cc1	-11.5
CCC(=O)c1ccc(OCc2nc(N)nc(N3CCOCC3)n2)cc1	-11.1
COC1CCN(CC(=O)NCC(=O)c2cccs2)CC1	-7.6
CN1CCN(C(=O)c2ccc(Cn3ccnc3)cc2)Cc2ccccc21	-10.9
Cc1nc(SCc2ccccc2)c(C#N)c(-c2cccc([N+](=O)[O-])c2)c1C(=O)Nc1ccccc1	-4.0
COc1ccc(-c2c(N)n(C)c3ccccc3c2=O)cc1OC	-4.8
O=C(NCCNc1ccc(Nc2ccncc2)nn1)Nc1cccc(C(F)(F)F)c1	-6.1
Cc1nc(-c2ccc3c(c2)CCN3C(=O)c2cc3c([nH]c2=O)CCCC3=O)cs1	-1.9
Cc1cc(Cl)ccc1OCC(=O)Oc1cccc([N+](=O)[O-])c1	-8.3
Cc1nc(NCCNC(=O)c2cccc(C(F)(F)F)c2)cc(N2CCOCC2)n1	-7.5
CCC(=O)NCCCn1nc(-c2cccs2)ccc1=O	8.0
Cc1nccn1-c1ccccc1CNC(=O)C1=NNC(=O)CC1	-16.0
Cc1ccc2c(c1)C(CC(=O)N1CCN(C)C3(CCN(C)CC3)C1)C(=O)N2 (centres undefined)	-31.6
O=C(COc1ccc(Cl)cc1)N1CCN(c2ccc3nnc(C4CC4)n3n2)CC1	-2.8
CC(NC(=O)C(C)N1CCN(C)CC1C)c1ccc2c(c1)OCCO2 (centres undefined)	-14.6

Later entries:
SMILES	mcGAS MS inh
COC(=O)c1c(C)[nH]c(C(=O)C(C)Sc2nncn2C)c1C (centres undefined)	-3.6
Cc1nn(CC(=O)N2CCC(O)(CN(C)C)C2)c(=O)c2ccccc12 (centres undefined)	-16.5
CCCN(C(=O)c1cccs1)C1CCNCC1	-8.3
O=C1C2CCCCC2C(=O)N1c1nnc(-c2ccncc2)s1 (centres undefined)	-6.5
O=C1CCCN1Cc1nc(Cc2c(F)cccc2Cl)no1	4.7
Cn1ccc2c(-c3cc(CO)ccn3)ccnc21	3.2
COc1ccc(-n2c(C)c(C)n3c4c(=O)n(CCN5CCOCC5)c(=O)n(C)c4nc23)cc1	-2.2
O=C(NC1CC1)c1cc(=O)c(OCc2ccc(F)cc2)co1	-3.1
Cc1cccnc1CNc1nnc(-c2cc(Cl)cc(Cl)c2)s1	-0.9
COc1ccc(Nc2ccc(-c3cccc(N)c3)cn2)cn1	-2.0
O=C(O)c1cc(Cl)c[nH]1	0.6
CN(CCCO)c1nc(C(C)(C)C)nc2c1cnn2C	-32.6
Cc1noc(C)c1CNC(C)CN1CCOCC1 (centres undefined)	-8.7
OCCOCCN1CCN(C2=Nc3ccccc3Sc3ccccc32)CC1	-9.9
CC(=O)CCc1ccc(OS(=O)(=O)c2ccc3c(c2)CCN3C(C)=O)cc1	4.8
COCCn1cc(NC(=O)Nc2ccc(C)c(C)c2)c2ccccc21	-7.8
CN(C)c1ccc(CC(=O)N[C@@H](CCc2ccccc2)C(=O)NCC#N)cc1	-8.4
COc1ccc(OC)c(/C=C2\N=C(c3cccc(C)c3)OC2=O)c1	-1.2
Cc1c(N)c(-c2cccc(C(F)(F)F)c2)nn1C(=O)OC(C)(C)C	-4.2
CS(=O)(=O)c1ccc(-c2ccccc2OCCn2ccnc2)cc1	-19.0
COc1cccc(NC(=O)N2CCC(Oc3nc4c(C)ccc(C)c4s3)CC2)c1OC	-7.1
COCCNC(=O)c1cnc(C)nc1C	-7.2
Cc1cccc(-n2c(C)nnc2SC2CCCCNC2=O)c1 (centres undefined)	-8.1
CCN(CC)C(=O)CSc1ccc(Cl)nn1	-1.8
COc1ccc(NC(=O)c2oc3ccccc3c2NC(=O)c2ccco2)cc1OC	-11.8
CCn1cc(C(CC(=O)O)c2cccc(F)c2)c2ccccc21 (centres undefined)	-6.6
C=CCn1c(N2CCN(CC(=O)OC)CC2)nc2c1c(=O)[nH]c(=O)n2C	-1.3
CN(C)S(=O)(=O)n1cc(/C=C/c2nc(N)nc(-c3ccccc3O)n2)c2ccccc21	1.2

High-throughput results: PubChem BioAssay, Fisher Drug Discovery Resource Center

This is a subset. The share of hits here may be higher or lower than overall.
